Bioassay records: PubChem, Broad Institute
CD40 NFkB inh: CD40 pathway inhibition in BL2 cells | 0.94% of 83,000 active | BL2 NF-kB luciferase reporter, CD40L-induced, 4 h | AID 1053188 | inhibition, % at 10 µM;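 active means mean inhibition of at least 50% with a set share of replicates also reaching that level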;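 further: 0% = neutral control wells and 100% = IKK inhibitor VII at 50 µM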
Starred values were filed as active, the others as inactive; [ ] = remark or other dose. These rows are one share of the data; count on the stated rates, not on these rows.

molecule | CD40 NFkB inh
O=C(NCc1cccnc1)c1cccc(NC(=O)c2ccco2)c1 | 4.0
C[C@H](CO)N1C[C@H](C)[C@H](CN(C)C)Oc2ccc(NC(=O)Nc3ccc4c(c3)OCO4)cc2C1=O | -4.4[25 µM]
COc1ccc(S(=O)(=O)NCc2cccnc2)cc1NC(=O)c1ccc(Cl)cc1 | 6.3
CC1(C)CCc2cc(CN3CCN(c4ccccn4)CC3)ccc2O1 | -0.6
CN(C)C(=O)C[C@H]1C[C@H]2c3cc(NC(=O)Nc4ccc(F)cc4)ccc3O[C@H]2[C@H](CO)O1 | 1.6[25 µM]
Cc1ccc(N2C(=O)CCSC23C(=O)Nc2ccccc23)cc1 (stereo not drawn) | 8.5
CCC(C)(C#CCN1CCCCC1)OCCC#N (stereo not drawn) | 8.2
Cn1cnc(S(=O)(=O)N[C@H]2CC[C@H](CC(=O)NCC3CCCCC3)O[C@@H]2CO)c1 | -0.2[25 µM]
CN(C)S(=O)(=O)c1ccc(C(=O)OCC2CCCO2)cc1 (stereo not drawn) | -18.3
Cc1ccc(Cl)c(NC(=O)CSc2cccc[n+]2[O-])c1Cl | 11.4
Cc1noc(C)c1S(=O)(=O)Nc1ccc2c(c1)C(=O)N([C@@H](C)CO)C[C@@H](C)[C@@H](CN(C)S(=O)(=O)c1ccccc1)O2 | 4.1
CCCS(=O)(=O)c1snnc1C | 3.3
O=C1NC(c2cccc(OCc3ccccc3)c2)Nc2ccccc21 (stereo not drawn) | 4.9
CN1c2ccc(-c3ccccc3F)cc2[C@H]2[C@H](CCN2C(=O)NC2CCCCC2)[C@H]1CO | 3.7
O=C(OCC(=O)N1CCN(C(=O)c2ccco2)CC1)c1cncc(Br)c1 | 11.3
COc1ccc(CNC(=O)c2cc(C(=O)C3CC3)c[nH]2)cc1 | 16.1
CSc1nc(C)c(C(=O)Nc2ccccc2)c(-c2ccco2)c1C#N | 32.8
CCC(=O)N1[C@@H]2c3ccc(-c4ccccc4)c(=O)n3C[C@H]1[C@H](CO)[C@H]2C(=O)N1CCc2ccccc2C1 | -5.2[25 µM]
CCn1cc(C(=O)Nc2sc(C)c(C)c2C(=O)OC)cn1 | 7.6
CN(CCOc1ccccc1)C(=O)C1CCN(C(=O)c2ccc(F)cc2)CC1 | 0.9
O=C(NCCc1ccccc1)C1CCCN(S(=O)(=O)c2cccc3nsnc23)C1 (stereo not drawn) | 1.2
CC(NC(=O)CN1CCN(C(=O)c2cccs2)CC1)c1ccc(F)cc1F (stereo not drawn) | 0.2
Cc1ccc(C(=O)CCC(=O)N2CCC(C(N)=O)CC2)s1 | 6.7
O=C(N/N=C\c1cc([N+](=O)[O-])ccc1N1CCOCC1)c1ccccn1 | -23.7
CS(=O)(=O)c1cccc(-c2nnc(NC(=O)C3=COCCO3)o2)c1 | -21.5
N#C[C@H]1N[C@@H](CO)[C@@H]1c1ccc(-c2ccccc2F)cc1 | -9.2[25 µM]
Nc1nnnn1CC(=O)N/N=C/c1ccccn1 | 2.8
O=C(NCCc1ccccc1)c1ccc(-n2cnnn2)cc1 | -61.5
CSc1nnc(-c2cnccn2)n1CCCN1CCCC1=O | 1.3
CCCNC(=O)N(C)C[C@H]1Oc2cc(C#C[C@H](C)O)ccc2S(=O)(=O)N([C@@H](C)CO)C[C@@H]1C | -2.2[25 µM]
Cc1cc(C(=O)Nc2ccc3c(c2)C(=O)N(C)[C@H]2CC[C@@H](CC(=O)O)O[C@@H]2CO3)no1 | 0.7[25 µM]
O/N=C/c1ccccc1Oc1ccc(Cl)cc1 | 2.2
COc1ccc(C(=O)Nc2cc(C)nc3ccccc23)cc1OC | 20.4
Cc1ccc(CNC(=O)c2sccc2-n2cccc2)cc1 | 3.7
O=C(O)C1CCN(C(=O)COc2ccc3c4c(c(=O)oc3c2)CCC4)CC1 | 11.7
C[C@H]1CN(C)C(=O)Cc2cc(NS(C)(=O)=O)ccc2O[C@@H]1CN(C)S(C)(=O)=O | -3.7
CC1CN(C(=O)c2ccc3c(c2)OCO3)CC(C)O1 (stereo not drawn) | 0.5
CCCNC(=O)NC(=O)COC(=O)c1oc2ccc(OCC)cc2c1C | 3.6
CC1CN(C(=O)COC(=O)/C=C/c2ccccc2)CC(C)O1 (stereo not drawn) | 4.0
O=C(NCc1cccs1)c1cc(-c2cccs2)on1 | -61.8
CCOC(=O)N1CCC(N2Cc3cccc(C(=O)Nc4ccc(F)cc4)c3C2=O)CC1 | 11.8
CCNC(=O)[C@@H]1[C@@H](CO)[C@@H]2Cn3c(ccc(-c4ccccc4)c3=O)[C@@H]2N1C(=O)C1CCC1 | -1.9
CO[C@H]1CN(C)C(=O)c2cc(NC(=O)C3CCCC3)ccc2OC[C@H](C)N(C)C[C@@H]1C | -5.4
CC1Cc2ccccc2N1C(=O)C1CCCN(S(=O)(=O)c2cccc3nsnc23)C1 (stereo not drawn) | 17.3
COc1ccc(-c2ccc([C@@H]3[C@H](CN(C)S(C)(=O)=O)N[C@@H]3CO)cc2)cc1 | -22.1[25 µM]

Quoted from the listing.
COc1ccc(C(=O)Nc2cc(C)nc3ccccc23)cc1OC @ CD40 NFkB inh = 20.4
CCNC(=O)[C@@H]1[C@@H](CO)[C@@H]2Cn3c(ccc(-c4ccccc4)c3=O)[C@@H]2N1C(=O)C1CCC1 @ CD40 NFkB inh = -1.9
O=C(O)C1CCN(C(=O)COc2ccc3c4c(c(=O)oc3c2)CCC4)CC1 @ CD40 NFkB inh = 11.7

Further results follow.
molecule | CD40 NFkB inh
Cc1cccc(NC(=O)c2ccc(COc3ccccc3)o2)n1 | -21.4
O=C(CSCc1cccc(Cl)c1)OCc1nc2ccsc2c(=O)[nH]1 | -3.0
COc1ccccc1-c1cccc(-c2nc(C(=O)NCc3ccncc3)cc3c2[C@@H](CCO)N([S@](=O)C(C)(C)C)C3)c1 | -4.2[25 µM]
CCNC(=O)[C@H]1[C@H](CO)[C@H]2Cn3c(ccc(-c4cccc(F)c4)c3=O)[C@@H]1N2C(=O)c1cnccn1 | 3.9[25 µM]
CC(NC(=O)C1CCCCC1)C(c1cccs1)N1CCN(C)CC1 (stereo not drawn) | 3.0
O=C1C=C(NCCc2cc(Br)c(O)c(Br)c2)C(=O)c2ncccc21 | 32.1
CCC(=O)c1ccc(OCC(=O)OC(C)C(=O)Nc2c(C)n(C)n(-c3ccccc3)c2=O)cc1 (stereo not drawn) | 4.9
CN(CC(=O)NCc1ccco1)S(=O)(=O)c1ccc(F)cc1 | -0.5
Cc1noc(C)c1S(=O)(=O)Nc1ccc2c(c1)CC(=O)N([C@H](C)CO)C[C@H](C)[C@H](CN(C)C(=O)Nc1cccc3ccccc13)O2 | -14.6[25 µM]
CC(=O)Nc1ccc(OS(=O)(=O)c2ccccc2C)cc1 | -5.5
COc1cccc(COC(=O)C2CCN(S(=O)(=O)c3ccc(C)cc3C)CC2)c1OC | -14.6
N#CCSc1ccccc1NC(=O)COC(=O)Cc1c[nH]c2ccccc12 | -8.5
CCCNC(=O)Nc1ccc2c(c1)C(=O)N(C)[C@H]1CC[C@H](CC(=O)Nc3cc(F)ccc3F)O[C@@H]1CO2 | -7.9[25 µM]
CCOC(=O)C1CCN(C(=O)Cn2cc(C(=O)c3ccco3)c3ccccc32)CC1 | 2.0
O=C(Nc1ccc(Oc2c(F)c(F)c(F)c(F)c2F)cc1)OC1CCN2Cc3ccccc3N=C12 (stereo not drawn) | 25.8

3 compounds out of the list above, sorted by the number in CD40 NFkB inh, descending.
SMILES	CD40 NFkB inh
O=C(NCc1cccnc1)c1cccc(NC(=O)c2ccco2)c1	4.0
CCCNC(=O)NC(=O)COC(=O)c1oc2ccc(OCC)cc2c1C	3.6
CCNC(=O)[C@@H]1[C@@H](CO)[C@@H]2Cn3c(ccc(-c4ccccc4)c3=O)[C@@H]2N1C(=O)C1CCC1	-1.9

More records.
molecule | CD40 NFkB inh
O=C(COC(=O)/C=C/c1ccccc1Cl)Nc1cccnc1Cl | 1.2
Cc1cccc(C(=O)OCC(=O)NNC(=O)c2cccs2)c1O | -0.4
O=C(O)C1Cc2ccccc2CN1S(=O)(=O)c1ccc2ccccc2c1 (stereo not drawn) | 9.0
c1ccc(Nc2nc(-c3ccccc3)ns2)cc1 | -75.8
O=C(NCCCNC(=O)c1ccc(-c2cccc(Cl)c2)o1)c1cnccn1 | -6.0
Cc1ccc([N+](=O)[O-])c2c1C(N1CCCCC1)C(C)(C)O2 (stereo not drawn) | 3.7
O=S(=O)(Nc1ccc(S(=O)(=O)N2CCOCC2)cc1)c1ccccc1 | 5.5
O=C(Nc1ccccc1)c1cc2ccc3ccccc3c2s1 | -101.3
CCOC(=O)c1sc(-c2ccccc2)cc1NC(=O)Nc1ccccc1 | 5.9
O=C(C1CCCN(S(=O)(=O)c2cccc3nsnc23)C1)N1CCCCCC1 (stereo not drawn) | 5.3
COc1ccc(N2CCN(S(=O)(=O)Cc3ccccc3)CC2)cc1 | 6.1
N#C[C@H]1[C@@H](c2ccc(/C=C/c3ccccc3)cc2)[C@@H](CO)N1C(=O)C1CCCCC1 | -12.5
O=C(C[C@H]1C[C@H]2c3cc(NC(=O)Nc4ccccc4F)ccc3O[C@H]2[C@@H](CO)O1)NC1CCCCC1 | -14.9[25 µM]
CCS(=O)(=O)N1CC2(C1)[C@H](c1ccccc1)[C@H](CO)N2C(=O)c1ccccc1 | -5.6[25 µM]
O=C(COC(=O)c1ccc(F)cc1Cl)NC1CCS(=O)(=O)C1 (stereo not drawn) | -1.7
O=C(c1cn(Cc2ccccc2)nc1-c1cccnc1)N1CCN(Cc2ccccc2)CC1 | 1.5
COc1cccc(-n2cnc(=O)c3cccnc32)c1 | -1.1
COc1ccc(NC(=O)c2cccc(S(=O)(=O)N3CCN(c4ccccc4)CC3)c2)c(OC)c1 | 1.2
CN(C(=O)COC(=O)c1ccccc1OCc1ccc(Cl)cc1)c1c(N)n(Cc2ccccc2)c(=O)[nH]c1=O | 2.3
COCCNC(=O)Cc1ccc(F)cc1 | 4.8
O=C(COC(=O)c1ccc(F)cc1)NCC1CCCCC1 | -3.5
COc1ccc(CCNC(=O)Cn2nnc3ccccc3c2=O)cc1 | 7.6
Cc1noc(C)c1COC(=O)c1ccccc1NC(=O)Cc1ccccc1 | 3.9
CCOCC(=O)Nc1ccc(Br)c(C)c1 | -46.2
COc1cccc2c1C(=O)c1ccc3ccccc3c1C2=O | -83.7
Cc1cc(C)n2c(SCc3cccs3)nnc2n1 | -23.0
O=C(c1cccnc1)N1C[C@@H]2[C@H](c3ccccc31)[C@H](CO)N2C(=O)C1CCCC1 | 3.0[25 µM]
COc1cccc(C=Nc2cc(C(C)C)c(O)cc2C)c1O | -2.0
CCCNC(=O)C[C@@H]1CC[C@H]2[C@@H](COc3ccc(NC(=O)NCCC)cc3C(=O)N2C)O1 | 1.3
Cc1cnc(C(=O)N2CCN(S(=O)(=O)c3cc(C(F)(F)F)cc(C(F)(F)F)c3)CC2)cn1 | 5.4
Cc1ccc(S(=O)(=O)Nc2ccc3c(c2)C(=O)N([C@@H](C)CO)C[C@H](C)[C@@H](CN(C)C(=O)Nc2ccc(F)cc2)OCCCC[C@@H](C)O3)cc1 | 12.7
CNS(=O)(=O)c1ccc(C)cc1 | 5.8
O=C(Nc1ccc(C(F)(F)F)cc1)N[C@@H]1C=C[C@H](CC(=O)N2CCCCC2)O[C@@H]1CO | 6.2[25 µM]
Cc1ccc(C(=O)NCC(=O)OCCOc2cccc(Cl)c2)cc1 | -2.0
CO[C@@H]1CN(C)C(=O)c2ccc(NC(=O)C3CCCCC3)cc2OC[C@H](C)N(C)C[C@@H]1C | 5.4
COc1ccc(N2CCN(C(=O)[C@@H]3CCCN3C3=NS(=O)(=O)c4ccccc43)CC2)cc1 | -5.0
Cc1c(NS(=O)(=O)c2cc(C(=O)NCc3cccnc3)cc(Cl)c2Cl)c(=O)n(-c2ccccc2)n1C | 5.4
O=C(CSCC(=O)NN=Cc1ccccc1O)NN=Cc1ccccc1O | 3.7
COc1ccc(OC)c(COC(=O)c2cccc(S(=O)(=O)N3CCCCC3)c2)c1 | -3.0
CN(C(=O)COC(=O)c1cccc(S(=O)(=O)N2CCCCC2)c1)C1CCS(=O)(=O)C1 (stereo not drawn) | -10.7
Nc1cc(=O)[nH]c(SCC(=O)Nc2cccc(Cl)c2Cl)n1 | 2.8
O=S(=O)(c1ccc2ncn(O)c2c1)N1CCOCC1 | 7.2
O=C(OCCNc1nc(-c2ccccc2)nc2ccccc12)c1cccnc1 | 0.2
CCN(CC)c1ccc(NC(=O)c2cccc(C)c2OC)c(C)c1 | -90.9
COc1ccc(F)cc1S(=O)(=O)Nc1cc2c3c(c1)CC(=O)N3CCC2 | 4.3
Cc1ccc(NC(=O)CN2C(=O)NC(C)(C3CC3)C2=O)c([N+](=O)[O-])c1 (stereo not drawn) | 1.3
CN(C)S(=O)(=O)c1ccc(NC(=O)COC(=O)C2CC3CCCC(C2)C3=O)cc1 (stereo not drawn) | -3.3
Cc1ccccc1S(=O)(=O)N1[C@H](C#N)[C@@H](c2ccc(C#CC3CCCCC3)cc2)[C@@H]1CO | -0.1
Cc1ccc(S(=O)(=O)N(Cc2ccccc2)c2ccccc2C(=O)NCc2ccco2)cc1 | 14.4
Cc1cccc(-c2ccc(C3[C@@H]4CN(Cc5ccccc5F)C[C@H]3N4)cc2)c1 (stereo partly drawn) | -4.8
CCCC(=O)Nc1sc2c(c1C#N)CCCC2 | -61.7
O=c1c2cc(-c3ccccc3)sc2ncn1-n1cccc1 | -82.6
O=C(Cn1c(=O)sc2ccccc21)N1CCOCC1 | -3.2
O=C1CC(c2ccccc2)Sc2nc(-c3ccccc3)c(-c3ccccc3)n21 (stereo not drawn) | 4.8
Cc1ccccc1S(=O)(=O)NCC[C@H]1CC[C@H](NC(=O)C2CCCCC2)[C@H](CO)O1 | 1.9
CC(OC(=O)CCc1nc2ccccc2[nH]c1=O)C(=O)c1ccccc1 (stereo not drawn) | 4.0
